Screens: PubChem, several laboratories
TWEAK Fn14 block – TWEAK-Fn14 signaling inhibition; TWEAK-stimulated Fn14 reporter cells, luciferase luminescence, 8 h; inhibition, % at 10 µM; 360,000 tested, 2% active; AID 1159606; in the data active = inhibition above about 50%
NCOA2 inhibitor – inhibits human steroid receptor coactivator 2; inhibition, % at 9 µM; HEK293 GAL4-SRC2 luciferase reporter, luminescence; Q15596; 370,000 tested, 0.17% active;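 active = inhibition above the mean inhibition of all tested compounds plus 3 SD, set per campaign, cut at about 52% in these data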;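 also: 0% = DMSO treated cells and 100% = cells given Gossypol at 36 µM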
NCOA1 inh – inhibitors of human steroid receptor coactivator 1 (SRC1); AID 588354; Q15788; HEK293 GAL4-SRC1 luciferase reporter, luminescence; 360,000 tested, 0.12% active; inhibition, % at 3.6 µM;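 active = inhibition above the campaign mean plus 3 SD, with each screening campaign given its own cutoff, cut at about 60% in these data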;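 also: 0% = DMSO treated cells and 100% = gossypol at 36 µM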
COUP-TFII inh – NR2F2 (human) inhibition, primary screen | HEK293T NGFI-A luciferase reporter, luminescence | inhibition, % at 8.6 µM | 370,000 tested, 0.7% active | AID 686940;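 active = inhibition above a per-plate cutoff, mean inhibition of test wells between control levels plus 3 SD, cut at about 38% in these data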;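 also: cells cotransfected with COUP-TFII expression vector driving the NGFI-A reporter; 0% = median of COUP-TF2 test wells and 100% = reporter-only cells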
Target sequence (P24468 whole entry, looked up): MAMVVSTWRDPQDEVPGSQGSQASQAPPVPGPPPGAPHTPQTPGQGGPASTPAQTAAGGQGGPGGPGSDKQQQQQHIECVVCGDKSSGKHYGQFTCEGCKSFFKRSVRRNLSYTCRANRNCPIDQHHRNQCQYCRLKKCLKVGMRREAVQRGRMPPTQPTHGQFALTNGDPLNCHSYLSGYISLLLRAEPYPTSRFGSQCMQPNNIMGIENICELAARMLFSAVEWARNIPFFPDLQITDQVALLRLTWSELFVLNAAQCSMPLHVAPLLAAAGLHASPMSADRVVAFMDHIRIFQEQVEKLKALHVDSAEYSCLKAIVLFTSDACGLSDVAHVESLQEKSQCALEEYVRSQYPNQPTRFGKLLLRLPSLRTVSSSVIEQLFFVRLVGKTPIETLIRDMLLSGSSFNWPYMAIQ
LMP1 NFkB inh – Epstein-Barr LMP1 NF-kappaB reporter inhibition. LMP1-induced NF-kappaB luciferase reporter cells, luminescence. inhibition, % at 12.5 µM. 350,000 tested, 0.69% active; in the data active = inhibition above about 41%;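 also: 0% = neutral control wells and 100% = reference inhibitor control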
TROY signal inh – blocks TROY-dependent signaling in reporter cells. Q293 LMP1-TROYcd NF-kB luciferase reporter, 4 h. 360,000 tested, 0.98% active. AID 1347056. inhibition, % at 10 µM;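 active = compounds whose plate-normalised and pattern-corrected inhibition of the luciferase reporter signal at the single screening dose is 50% or more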
TRAIL sens C8 – caspase-8 TRAIL sensitization; NB7+C8 cells + TRAIL, ATPlite viability luminescence; inhibition (viability loss, TRAIL sensitization), % at 10 µM; 360,000 tested, 1% active; AID 624354;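 active = compounds causing at least 50% loss of cell viability in the single-dose screen, relative to plate controls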
KKLEB cytotox – counter-screen for CF NF-kB inhibitors: cytotoxicity | KKLEB CF airway cells viability, ATPlite luminescence, overnight; hits give low values; cells stimulated with P. aeruginosa culture filtrate | activity change (cytotoxicity), % at 5 µM | 360,000 tested, 0.36% active;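 active = corrected activity change at or below -50% at 5 µM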
SRC3 inh – inhibits human SRC3 coactivator; 360,000 tested, 0.17% active; HEK293 GAL4-SRC3 luciferase reporter, luminescence; Q9Y6Q9; inhibition, % at 3.6 µM;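 active = inhibition above a per-campaign cutoff, the mean of all compounds plus 3 SD, cut at about 60% in these data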;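 also: 0% = DMSO-treated cells and 100% = gossypol-treated cells at 36 µM; higher means less SRC3-driven luciferase light from the GAL4 reporter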
LRH-1 inv ag – NR5A2 inverse agonism in reporter assay | O00482 | HEK293T StAR-luciferase reporter, LRH-1 transfected, 24 h | inhibition, % at 3.6 µM | 360,000 tested, 0.13% active | AID 602396;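 active = inhibition above the mean inhibition of all tested compounds plus 3 SD, cut at about 73% in these data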;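 also: 0% = DMSO wells and 100% = reporter-only cells lacking LRH-1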
Target sequence (O00482 whole entry, looked up): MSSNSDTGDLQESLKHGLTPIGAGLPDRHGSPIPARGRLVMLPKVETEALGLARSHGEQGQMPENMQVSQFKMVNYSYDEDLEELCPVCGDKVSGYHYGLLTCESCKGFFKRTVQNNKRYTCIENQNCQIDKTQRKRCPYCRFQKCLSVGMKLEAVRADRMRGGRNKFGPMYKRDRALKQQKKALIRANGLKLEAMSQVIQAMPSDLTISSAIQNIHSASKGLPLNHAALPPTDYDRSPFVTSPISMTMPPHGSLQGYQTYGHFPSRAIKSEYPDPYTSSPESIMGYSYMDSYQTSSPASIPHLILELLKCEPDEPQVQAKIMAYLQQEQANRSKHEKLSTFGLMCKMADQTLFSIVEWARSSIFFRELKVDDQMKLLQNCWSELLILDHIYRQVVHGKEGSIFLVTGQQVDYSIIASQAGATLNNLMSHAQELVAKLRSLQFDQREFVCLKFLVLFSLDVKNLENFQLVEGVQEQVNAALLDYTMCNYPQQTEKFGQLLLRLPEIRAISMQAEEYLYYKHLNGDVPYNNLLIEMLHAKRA
CF NFkB block – blocks PAF-induced NF-kB reporter in cystic fibrosis cells. KKLEB NF-kB-GFP reporter, GFP fluorescence overnight. inhibition, % at 5 µM. 360,000 tested, 0.86% active;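 active = at least 50% inhibition at 5 µM, scaled per plate between neutral and stimulator controls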;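 also: PAF is a Pseudomonas aeruginosa culture filtrate used as stimulus; plate controls were PAF-stimulated DMSO wells for no effect and unstimulated DMSO wells for full effect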
Active calls of the source: *; . = no result given.

SMILES	TWEAK Fn14 block	NCOA2 inhibitor	NCOA1 inh	COUP-TFII inh	LMP1 NFkB inh	TROY signal inh	TRAIL sens C8	KKLEB cytotox	SRC3 inh	LRH-1 inv ag	CF NFkB block
CCOC(=O)C(N=Nc1nn[nH]n1)C(C)=O (stereo unspecified)	29	4	-12	9	0	6	-27	-2	1	-23	11
Cc1cc(NC(=O)c2ccccc2C)n(-c2cccc(F)c2)n1	-43	-37	-7	5	-12	2	12	-4	1	7	6
O=[N+]([O-])c1ccccc1S(=O)(=O)c1ccccc1	4	-2	-5	-8	-4	2	7	-3	-3	18	0
COc1ccc(S(=O)(=O)N2CCOCC2)cc1NC(=O)CN(C)CC(=O)Nc1cccc(F)c1	-7	-10	-3	7	-4	-3	4	16	-8	-19	13
Cc1c(-c2nc(N)nc(Nc3ccc(F)cc3)n2)oc2ccccc12	44	-26	-42	-59	-32	-28	7	4	-49	-137	9
CC(=O)N(C(C)=O)N1C(=O)c2cccc3c(N4CCOCC4)ccc(c23)C1=O	-3	12	3	-16	-4	15	-5	-2	11	8	29
COc1cccc(CC(=O)N2CCC(n3nccc3NC(=O)C3CC3)CC2)c1	3	-1	-6	-2	0	-31	6	-14	1	-8	8
CC(=O)Nc1ccc(NC(=O)c2ccc(CN3CCc4ccccc4C3)cc2)cc1	17	-4	-25	2	0	10	8	0	-7	-5	-8
N#Cc1c(N2CCCC2)nc(N)c2c(N)nc(N3CCCC3)cc12	-37	-44	-25	-15	-4	-1	33	3	-29	2	-41
S=C(Nc1ccc(Oc2ccc(NC(=S)NC3CCCCC3)cc2)cc1)NC1CCCCC1	38	19	-8	27	14	9	16	-3	8	9	-17
CCOC(=O)C1=C(C)NC(C)=C(C(=O)OCC)C1c1sccc1C	15	-3	-2	3	-17	-5	-9	2	8	13	-17
CC1Cc2ccccc2N1CC(=O)Nc1ccc2c(c1)OC(F)(F)O2 (stereo unspecified)	8	21	4	6	-5	-13	-7	4	12	24	-3
COc1cc2c(cc1OC)CN(C(=O)CN1CCN(S(=O)(=O)c3ccc(C)c(C)c3)CC1)CC2	-2	9	6	-5	-4	7	-13	8	-1	46	2
CC12CCC(=O)C=C1CCC1C2C(O)CC2(C)C1CCC21OCC1=O (stereo unspecified)	20	13	6	4	7	-2	3	12	-17	-16	26
CC(Sc1nc(N)cc(=O)[nH]1)C(=O)Nc1sc2c(c1C#N)CCCC2 (stereo unspecified)	39	-3	4	29	-3	27	31	-10	7	-1	-15
O=C(c1ccco1)N1CCN(C(=O)c2cc(-c3ccccn3)nc3ccccc23)CC1	-9	-25	-1	0	-9	-13	-15	2	-2	17	-4
CC(C)CNC(=O)c1ccccc1NC(=O)/C=C/c1cccc([N+](=O)[O-])c1	2	5	1	-4	2	17	-1	-3	-2	1	3
Cc1ccccc1Nc1nc(N)nc(COC(=O)CCC(=O)c2ccc(F)cc2)n1	-49	-7	-5	8	10	7	6	2	-18	-8	18
COc1cc(Cl)c(C)cc1NC(=O)CNC(C)c1ccccc1OC (stereo unspecified)	5	-1	-6	8	8	-1	3	-10	9	8	10
COc1ccc2c(c1)c(C(=O)N/N=C/c1cccs1)c(C)n2C	-14	-5	22	-3	-10	-34	6	-4	12	5	-18
Cc1ccc(NC(=S)N2CCSC2c2cccs2)cc1 (stereo unspecified)	-24	-2	-8	7	-7	-8	29	10	-3	-4	-9
CCc1c(C)c2ccc(OCC(=O)NCC3CCC(C(=O)O)CC3)cc2oc1=O (stereo unspecified)	-16	4	-6	5	-12	9	1	4	-16	9	-6
O=C(CSc1nnc(NC(=O)C2CCCCC2)s1)NCc1ccco1	-13	-32	-9	-6	0	2	-8	-9	-7	-12	16
O=C(NCc1ccco1)Nc1ccc(Br)cc1Cl	-3	-28	-70	-35	-20	-48	13	7	-87	-89	7
COc1ccc(S(=O)(=O)N2CCCCCC2)cc1C(=O)NC1(C)CCS(=O)(=O)C1 (stereo unspecified)	2	-5	-9	-8	4	9	-16	-7	11	12	5
O=C(NCc1cccc(Cl)c1)c1ccco1	5	15	-20	1	2	-12	-12	5	14	6	3
Cc1ccccc1-n1c(C)nnc1SCC(=O)NCC1CCCO1 (stereo unspecified)	-7	11	4	8	-6	6	1	-7	-8	6	11
Cc1cc2oc(=O)cc(CSc3nc(N)cc(N)n3)c2cc1C	-29	-41	-9	-18	-3	-14	-6	0	12	-2	1
Cc1ccc(C(C)c2c(C)c([N+](=O)[O-])cc(C)c2[N+](=O)[O-])cn1 (stereo unspecified)	3	3	21	-3	5	26	11	1	-12	5	-3
Cc1cc(=O)oc2cc(NC(=O)CCOc3ccccc3)ccc12	-4	-23	-25	-18	-2	-46	2	12	-32	0	-4
Cc1cnn(-c2cc(N/N=C/c3cccc(F)c3)ncn2)c1	-15	12	-3	6	-12	-35	-3	4	17	6	8
Nc1nc(Cl)cc(N2CCC(c3cc(-c4ccc(Cl)cc4)n[nH]3)CC2)n1	94*	10	21	14	-8	40	28	5	25	-32	-7
Cc1cccc(OCC2CCCN(Cc3nc(C4CC4)no3)C2)c1 (stereo unspecified)	-16	-5	0	-1	1	-16	10	9	16	16	7
Cn1c(SCC(=O)NCc2ccc3c(c2)OCO3)nc2c(c1=O)SCC2	8	-26	-6	14	0	-6	13	18	16	-14	-13
CC1CCCCN1CCNC(=O)c1ccc2c(c1)N(Cc1ccccc1F)C(=O)c1ccccc1S2=O (stereo unspecified)	-9	-6	-7	-4	10	-12	12	5	-3	-9	-7
CCCNC(=O)C(=O)NCc1ccccn1	-13	4	-34	-3	14	-15	2	-2	5	-19	-10
Cc1ccc(-c2nc(N/N=C/c3cccnc3)c3ccccc3n2)cc1	43	-46	-86	-47	1	-3	91*	-71*	-57	-15	-28
CCOC(=O)c1sc(NC(=O)C2CC(=O)N(c3ccc4c(c3)OCCO4)C2)nc1C (stereo unspecified)	24	-15	-2	-8	-1	4	8	7	12	-1	-33
COc1cccc(C(c2nnnn2Cc2ccco2)N2CCN(c3cccc(C)c3C)CC2)c1OC (stereo unspecified)	23	5	5	-10	30	-10	12	5	6	20	16
CCOC(=O)c1sc(NC(=O)CNC(=O)Cn2cnc3sc(C)c(C)c3c2=O)nc1C	15	-42	-5	-11	-5	-5	-1	-13	-3	-3	10
O=C(CN(C(=O)CCC(=O)Nc1nccs1)c1cccc(C(F)(F)F)c1)NCC1CCCO1 (stereo unspecified)	6	-32	5	-4	1	-49	-8	6	-7	-2	-2
Brc1ccc(-c2csc(N3CCc4ccccc4C3)n2)cc1	1	7	-15	18	-11	-6	8	3	-11	11	-2
O=C(c1cc2cc(Cl)ccc2o1)N1CCCCCC1	-27	-54	-61	-33	-13	-24	16	2	-64	-73	16
Cc1ccc(C(=O)n2c3ccccc3c3ccccc32)cc1	5	-4	-8	-10	-3	-4	16	-8	-35	7	15
CCn1c(SC(C)C(=O)NCC2CCCO2)nc2ccccc21 (stereo unspecified)	7	-5	6	13	-8	-11	-16	11	3	-3	-1
CN1C=Nc2c(ncn2C2CCC(CO)O2)C1O (stereo unspecified)	-4	-12	.	-8	.	0	-7	.	.	-5	.
Cc1ccc(S(=O)(=O)N2[C@H](c3cccc(Cl)c3)CC(=O)[C@@H]3CN(S(=O)(=O)c4ccccc4C)[C@H](c4ccc(Cl)cc4)C[C@@H]32)cc1	3	14	-40	7	-24	12	21	-12	10	5	47
Cc1c(OCC(=O)NC2CC(C)(C)NC(C)(C)C2)ccc2c1oc(=O)c1ccccc12	-51	-32	-6	-6	-14	-23	33	-1	-17	8	-3
CCCN1CCC(=O)N(CCSc2ccc(C)cc2)CC1	-10	-50	-53	-11	-7	-55	2	12	-44	-27	-8
CCc1ccc(S(=O)(=O)NCCc2cn3cccc(C)c3n2)s1	-12	-24	-5	-19	-11	-14	-4	3	-7	1	12
CCC(C)[C@H](NC(=O)N1CC(=O)Nc2ccccc21)C(=O)Nc1ccccc1C (stereo partly specified)	43	20	-14	5	0	6	21	12	2	12	3
Cc1ccc(-c2nc3ccccn3c2NCc2ccc3c(c2)OCO3)cc1	12	-66	-39	-15	-17	-56	1	-1	-32	-35	-4
COc1cccc(C2=CC(c3ccc(N(C)C)cc3)n3nnnc3N2)c1 (stereo unspecified)	-3	-16	-15	-9	-6	-11	-7	-7	-11	-8	2
C=CCNC(=O)C1CCN(S(=O)(=O)c2ccc3ccccc3c2)CC1	9	10	-2	-13	-14	-10	-4	-7	-12	7	3
Cc1ccc(S(=O)(=O)N2CCOCC2)cc1C(=O)N1CCC(Cc2ccccc2)CC1	-8	4	-14	-7	6	-2	-17	-2	-5	-13	-6
Cc1[nH]nc(SCC(=O)N2CCCC2)c1[N+](=O)[O-]	3	3	-1	21	-15	26	-7	-9	2	0	13
C=CC[C@H](CC(=O)NCCO)C(=O)N[C@@H](COC(=O)[C@@H](CC=C)Cc1ccc(F)cc1)Cc1c[nH]c2ccccc12	28	6	-19	1	-3	13	10	-16	1	-6	26
COc1ccc(S(=O)(=O)N2CCCCC2)cc1NC(=O)c1cnc(C)cn1	4	3	0	16	-2	4	3	-3	5	9	15
O=C(Nc1nc(-c2cccc3ccccc23)cs1)c1cnccn1	-20	-15	-43	23	-1	-32	3	1	6	7	-7
O=C(Nc1nnc(C2CC2)s1)c1ccc(Cl)c(S(=O)(=O)N2CCc3ccccc3C2)c1	50	6	-5	-4	5	56*	22	-4	-13	0	-11
COc1ccc(CC(C)N2CCN(c3cccc(C(F)(F)F)c3)CC2)cc1OC (stereo unspecified)	6	0	12	9	-4	7	25	-4	0	6	18
CCC1Sc2ccc(S(=O)(=O)CCC(=O)Nc3ccccc3Br)cc2NC1=O (stereo unspecified)	15	-3	3	-3	-1	6	-7	-5	-11	4	-1
Cc1nc(-c2coc3cc(C)c(N=O)c(O)c3/c2=N\N)cs1	-3	12	0	-9	0	11	9	0	6	2	-28

An excerpt from above in order of number of heavy atoms, high to low:
SMILES	TWEAK Fn14 block	NCOA2 inhibitor	NCOA1 inh	COUP-TFII inh	LMP1 NFkB inh	TROY signal inh	TRAIL sens C8	KKLEB cytotox	SRC3 inh	LRH-1 inv ag	CF NFkB block
CC(=O)Nc1ccc(NC(=O)c2ccc(CN3CCc4ccccc4C3)cc2)cc1	17	-4	-25	2	0	10	8	0	-7	-5	-8
CC(C)CNC(=O)c1ccccc1NC(=O)/C=C/c1cccc([N+](=O)[O-])c1	2	5	1	-4	2	17	-1	-3	-2	1	3
CCn1c(SC(C)C(=O)NCC2CCCO2)nc2ccccc21 (stereo unspecified)	7	-5	6	13	-8	-11	-16	11	3	-3	-1
Brc1ccc(-c2csc(N3CCc4ccccc4C3)n2)cc1	1	7	-15	18	-11	-6	8	3	-11	11	-2
CN1C=Nc2c(ncn2C2CCC(CO)O2)C1O (stereo unspecified)	-4	-12	.	-8	.	0	-7	.	.	-5	.
